OXTR agonist = human OXTR agonists, primary screen, fluorescence, CHO-OTR cells, Fluo-8 calcium; Fluo-8 calcium fluorescence; normalized: DMSO 0%, oxytocin 100%; actives 0.32% (n = 320,000); activation, % at 3 µM; AID 2435, 2010;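 active = activation above the mean of all tested compounds plus 3 SD, cutoff set per screening run, cut at about 20% in these data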;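 also: peak over basal fluorescence ratio from a 100 s FLIPR kinetic read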
Target sequence (P30559 whole entry, looked up): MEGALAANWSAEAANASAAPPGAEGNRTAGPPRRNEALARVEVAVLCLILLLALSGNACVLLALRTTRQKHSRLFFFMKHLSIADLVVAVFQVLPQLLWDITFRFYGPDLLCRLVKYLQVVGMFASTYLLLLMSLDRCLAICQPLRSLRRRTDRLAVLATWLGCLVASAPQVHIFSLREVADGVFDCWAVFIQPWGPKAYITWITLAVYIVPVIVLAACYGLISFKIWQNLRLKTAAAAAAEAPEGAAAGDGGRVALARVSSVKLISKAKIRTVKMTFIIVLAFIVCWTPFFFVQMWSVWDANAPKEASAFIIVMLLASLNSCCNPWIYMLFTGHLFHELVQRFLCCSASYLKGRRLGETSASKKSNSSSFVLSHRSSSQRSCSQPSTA
TAAR1 antag = human TAAR1 antagonists, primary screen, Fluo-8 calcium fluorescence, CHO RD-HGA16 cells; Trace amine-associated receptor 1 (Homo sapiens), Q96RJ0; antagonist; inhibition, % at 3 µM; actives 1.5% (n = 360,000); AID 624466, 2012;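 active = inhibition above a per-plate cutoff, the mean inhibition of test compounds on that plate plus 3 SD, cut at about 49% in these data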;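 also: 0% = DMSO plus EC80 beta-PEA response and 100% = DMSO alone without agonist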
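Test system – hTAAR1-expressing CHO RD-HGA16 cells, Gα16-coupled · Also added – β-PEA at EC80 concentration, post-compound challenge · Compound – 3 µM, single point · Incubation – dye loading 75 min at 37 °C, then 30 min room temperature · Measured by – Fluo-8 intracellular calcium dye fluorescence, real-time kinetic reads · Benchmarks – vehicle and agonist controls · Replicates – singlicate, one well per test compound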
GPR7 antagonist = GPR7 receptor antagonists, primary screen, cell-based, fluorescence, single concentration; Neuropeptides B/W receptor type 1 (Homo sapiens), P48145; GPR7-expressing cells, fluorescence antagonist assay; inhibition, % at 4.4 µM; actives 1.1% (n = 290,000); AID 1861, 2009; in the data active = inhibition above about 16%, passing the limit was not always enough;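 also: cells stimulated with the agonist NPW; 0% = agonist with vehicle and 100% = vehicle without agonist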
CHO parental Ca = ATP-evoked calcium signal inhibitors, parental CHO, primary screen, counter-screen for OX1R antagonist project, cell-based, fluorescence, Fluo-8 calcium dye; parental CHO-K1, ATP-induced calcium, Fluo-8 fluorescence; inhibition, % at 5.6 µM; actives 0.63% (n = 330,000); AID 463079, 2010;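 active = inhibition above that plate's mean sample inhibition plus 3 SD, cut at about 26% in these data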;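 also: 0% = ATP-challenged DMSO wells and 100% = DMSO wells without ATP; some compounds past the cut are filed as inactive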
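Test system: untransfected parental CHO cell line; also added: ATP stimulus; dosing: 5.6 µM, single dose; signal: calcium-sensitive Fluo-8 fluorescence; measure: percent inhibition of ATP-evoked calcium rise, normalized to controls; benchmarks: low control ATP plus DMSO, high control DMSO only; replication: one well per compound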
M1 ag parental = counter-screen for M1 agonists: effect in parental CHO-K1 cells; actives 0.48% (n = 360,000); Fluo-8 calcium fluorescence; scaled to maximal ATP response, vehicle zero; activation, % at 3 µM; in the data active = activation above about 15%;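 also: untransfected CHO-K1 host cells lacking M1 receptor as counterscreen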
M1 PAM parental = nonselective calcium activators in parental CHO-K1 cells, primary screen, counter-screen for M1 PAM project, cell-based, Fluo-8 calcium fluorescence, full deck, 1536-well | ATP EC20; 0% at ATP EC20, 100% at ATP max | activation, % at 3 µM | actives 0.02% (n = 360,000);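 active = activation above the run cutoff, the mean activation of all test compounds plus 3 SD, cut at about 40% in these data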;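 also: peak over basal fluorescence ratio in a 140 s read after ATP addition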
CHO-K1 Ca antag = M1 antagonist counterscreen hit in parental CHO-K1 cells | ATP-induced calcium, Fluo-8 fluorescence | actives 0.6% (n = 360,000) | AID 602250 | inhibition, % at 3 µM;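 active = inhibition above a per-plate cutoff, the plate's mean sample inhibition plus 3 SD, cut at about 24% in these data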;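 also: 0% = DMSO plus EC80 ATP and 100% = DMSO alone without ATP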
OXTR potentiator = human OXTR potentiators, primary screen, fluorescence, CHO-OTR cells, Fluo-8 calcium; Oxytocin receptor (Homo sapiens), P30559; Fluo-8 calcium fluorescence, potentiator mode; 0% = oxytocin EC15, 100% = EC100; activation, % at 3 µM; actives 0.061% (n = 320,000); AID 2445, 2010;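 active = activation above that plate's cutoff, the mean activation of tested compounds plus 3 SD, cut at about 6.6% in these data, passing the limit was not always enough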;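 also: 100% uses oxytocin at 75 nM as the full agonist control; some results filed as inactive read as strong as hits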
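Material: human OTR in CHO cells. Compound: 3.0 µM, one dose. Timing: compound 6 min at room temperature before oxytocin, 100 s read. Evaluation: % activation of max/min ratio relative to oxytocin controls. Replication: single well per compound, singlicate. Signal: Fluo-8 calcium dye fluorescence.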
V1R ag counter = agonists of human V1a receptor, primary screen, counter-screen for OXTR agonist project, fluorescence, CHO-V1R cells. actives 0.25% (n = 320,000). activation, % at 3 µM. Fluo-8 calcium fluorescence, agonist mode; 0% DMSO, 100% 3 nM vasopressin. Vasopressin V1a receptor (Homo sapiens), P37288;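 active = activation above the mean activation of all tested compounds plus 3 SD, per screening run, cut at about 20% in these data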;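 also: signal is peak over basal fluorescence ratio across a 100 second FLIPR read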
Target sequence (P37288 whole entry, looked up): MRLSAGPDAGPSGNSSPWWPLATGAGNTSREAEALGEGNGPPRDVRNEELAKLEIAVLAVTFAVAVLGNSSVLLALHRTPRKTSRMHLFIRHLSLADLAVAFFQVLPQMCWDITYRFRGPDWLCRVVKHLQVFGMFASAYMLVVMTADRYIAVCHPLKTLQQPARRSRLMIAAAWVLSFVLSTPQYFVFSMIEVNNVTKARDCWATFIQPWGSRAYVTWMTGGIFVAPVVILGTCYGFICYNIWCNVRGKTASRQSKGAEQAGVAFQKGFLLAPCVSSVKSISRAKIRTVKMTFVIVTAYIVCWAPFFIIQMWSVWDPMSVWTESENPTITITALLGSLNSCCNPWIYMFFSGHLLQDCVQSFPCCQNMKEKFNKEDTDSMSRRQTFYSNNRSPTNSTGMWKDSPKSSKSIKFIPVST
* hit, by the source's call; . = no result given.

SMILES | OXTR agonist | TAAR1 antag | GPR7 antagonist | CHO parental Ca | M1 ag parental | M1 PAM parental | CHO-K1 Ca antag | OXTR potentiator | V1R ag counter
CC1CC(C)CN(C(=O)COC(=O)Cc2ccc(Br)cc2)C1 (stereo not drawn) | -1.6 | -4 | 6 | -9 | 0.2 | -5 | 7 | -2 | -0.7
O=C(NCc1cccnc1)c1ccc(-c2cccc(Cl)c2Cl)o1 | 1.3 | 7 | 8 | -12 | 1.4 | 6 | 5 | -8 | 4.5
C=CCn1c(-c2ccc(=O)n(Cc3ccccc3)c2)n[nH]c1=S | -1.4 | . | 2 | -17 | . | . | . | -9 | 1.3
COCC(=O)N(C)C1(c2nnnn2CCOC(=O)Nc2ccc(Cl)cc2)CCCC1 | 0.3 | -15 | -13 | -20 | 1.4 | 11 | -4 | -2 | 0.6
CCN(C[C@H]1N[C@@](Cc2ccccc2)(C(=O)OC)[C@H]2C(=O)N(C)C(=O)[C@@H]12)S(=O)(=O)c1ccc(OC(F)(F)F)cc1 | -1.0 | 64* | . | -9 | 6.0 | -4 | -6 | -3 | -0.1
O=C(CCC(=O)OCC(=O)c1ccc([N+](=O)[O-])cc1)NC1CCCCC1 | 0.6 | 1 | -6 | 5 | 0.6 | 12 | -5 | -7 | 1.2
O=C(Cc1ccc2c(c1)OCCO2)N/N=C/c1ccco1 | 1.9 | -3 | . | -11 | 0.3 | 7 | -9 | 0 | 0.9
CC(=O)NCCNC(=O)Cn1nnc(-c2ccccc2)c1COc1ccc2ccccc2c1 | . | 20 | . | . | 0.3 | -13 | 8 | . | .
CC(=O)c1cc(CN2CCC(n3nccc3NC(=O)c3ccccc3C)CC2)cs1 | -0.5 | -9 | -11 | -21 | 1.3 | 3 | -5 | -7 | 0.0
O=C(C(=O)N1CCN(c2ccccc2F)CC1)c1cn(CC(=O)N2CCOCC2)c2ccccc12 | 1.5 | 3 | -19 | -11 | 1.8 | 1 | -12 | 2 | 1.6
Cc1cccc(N2CCN(CC(=O)Nc3ccc(S(=O)(=O)N4CCOCC4)cc3)CC2)c1C | 15 | -1 | 33* | 55* | 13 | -6 | 10 | -11 | 18
CCn1cc(C(=O)NCCc2ccc(OC)c(OC)c2)c(=O)c2cc(S(=O)(=O)N3CCOCC3)ccc21 | 2.6 | -12 | -12 | -32 | 2.6 | -15 | 0 | -5 | 4.5
COc1cc(C2C(C(=O)c3cccs3)=C(O)C(=O)N2Cc2ccco2)cc(OC)c1OC (stereo not drawn) | 0.3 | 7 | -13 | -17 | 1.0 | 20 | -14 | -4 | 1.1
Clc1cccc(C2CCN(Cc3nc(COc4ccccc4)no3)C2)c1 (stereo not drawn) | -2.0 | -11 | -18 | -17 | 3.0 | 11 | -7 | -2 | -0.7
COc1ccccc1S(=O)(=O)Cc1ccc(C(=O)NCC(OC)OC)o1 | 0.5 | -22 | -10 | -6 | 0.8 | 20 | -15 | 5 | 2.0
Cc1cc(C)c(C(N)=O)c(SCC(=O)c2cc(C)c(C)cc2C)n1 | -1.2 | -6 | -10 | -8 | 1.1 | 14 | 0 | -3 | 0.2
Cc1ccc(S(=O)(=O)NNC(=S)Nc2c(Cl)cccc2Cl)cc1 | 0.3 | -5 | 0 | -13 | 0.4 | 15 | -13 | -3 | 0.1
Cc1cc(-c2cccs2)c(C#N)c(=S)[nH]1 | 0.5 | -17 | -12 | -16 | -0.8 | 22 | -11 | -7 | 0.3
COc1cccc(/C=N/Nc2ccnc(=O)[nH]2)c1O | -0.8 | -4 | -14 | -2 | -0.1 | 17 | -10 | -16 | -0.3
Nc1ccccc1OCCOCCOc1ccccc1N | -1.4 | 13 | -4 | -11 | 7.1 | 6 | 1 | -9 | -0.2
Cc1ccc(NC(=O)c2ccccc2-c2cc(C)no2)cc1 | -1.3 | 2 | -11 | 0 | 0.7 | 26 | -7 | 2 | -0.5
COc1ccccc1N(CC(=O)NC(C)(C)C)C(=O)c1ccc(Cl)nc1 | 0.0 | -8 | -5 | -7 | 3.4 | -1 | -4 | 0 | -0.1
O=C(COC(=O)c1cnccn1)NCc1ccccc1 | 0.6 | 6 | -1 | -2 | 0.7 | 16 | -12 | -1 | -0.2
COc1ccc(Cn2c(-c3ccc(OC)c(O)c3)nc3ccccc32)cc1O | 3.0 | 17 | -9 | -22 | 0.4 | -12 | 7 | -1 | 1.0
CCCCC(=O)NCc1ccc2c(c1)cc(C)n2C | -0.6 | 6 | -1 | -9 | -0.2 | 0 | 3 | -2 | 0.2
O=C(/C=C/Nc1ccc(S(=O)(=O)Nc2ncccn2)cc1)c1ccc2ccccc2c1 | 1.1 | -24 | -11 | -5 | 0.2 | 19 | -11 | 3 | 0.9
COCc1cc(C)nc2sc(C(=O)Nc3nccs3)c(N)c12 | -0.4 | -17 | -20 | -15 | 0.3 | 10 | -4 | -3 | -0.4
CCOC(=O)c1ccccc1NC(=S)N1CCN(C(=O)c2ccco2)CC1 | 3.2 | 23 | -1 | -17 | 4.2 | -9 | -2 | -10 | 2.1
O=C(c1ccco1)N1CCN(Cc2cc(=O)c(OCc3ccccc3F)co2)CC1 | 1.2 | -8 | . | -7 | 2.2 | 7 | -1 | -4 | 0.8
CC[C@@]12C(=O)N(c3cccc(Cl)c3)C(=O)N1[C@H](c1ccc(Br)cc1)[C@@H]1C(=O)N(C(C)(C)C)C(=O)[C@@H]12 | -1.2 | 9 | . | -33 | 9.8 | 22 | -23 | -3 | 0.7
O=C1c2ccccc2S(=O)(=O)N1CC1CC(c2ccccc2)=NO1 (stereo not drawn) | -0.3 | 37 | -4 | -16 | 4.2 | 14 | 2 | -13 | 0.7
CN(C(=O)COc1ccc(Cl)cc1Cl)c1nnc(C23CC4CC(CC(C4)C2)C3)s1 | -0.6 | -37 | -11 | -1 | 0.1 | 3 | 6 | -5 | 0.4
O=C(NN=Cc1ccc(Cl)cc1Cl)c1ccccc1 | . | -4 | . | . | 0.8 | 7 | -4 | . | .
Cc1ccc(OCc2nnc(NC(=O)OCC(C)C)s2)c(C)c1 | -1.4 | . | 2 | 1 | . | . | . | -13 | -0.2
COc1ccc(CNC(=O)CN(CCC(C)C)S(=O)(=O)c2ccc3c(c2)OCCO3)cc1 | 0.0 | 25 | 0 | -28 | 3.3 | 27 | -2 | -7 | -0.3
CN(C)CCn1c2c(c(SCC(=O)Nc3ccccc3)nc1=O)CCCC2 | 0.0 | -1 | . | -24 | -0.2 | -16 | 11 | 2 | 0.5
O=C(COC(=O)Cc1ccc(Cl)cc1)Nc1ccc(OC(F)F)cc1 | -0.8 | -1 | 4 | -9 | -0.5 | -2 | -5 | -11 | 0.6
O=C(NNC(=O)c1cnccc1C(F)(F)F)c1cccc(Cl)c1 | 0.8 | -24 | -2 | -6 | 1.2 | 16 | -12 | -6 | -2.0
COc1cc(CN2CCNC(=O)C2CC(=O)N(C)CCN2CCOCC2)cc(OC)c1 (stereo not drawn) | . | -6 | -9 | . | 0.4 | 5 | -11 | . | .
Cc1ccc(C)c(NS(=O)(=O)c2ccc3c(c2)NC(=O)CCS3)c1 | 5.0 | -11 | 4 | -10 | 4.2 | -6 | -7 | -6 | 6.1
COc1ccccc1/C=C(/C(=O)OCC(=O)Nc1ccc(N(C)C)cc1)c1ccccc1 | -2.5 | -9 | -9 | -23 | -0.7 | 2 | -4 | -4 | -0.8
CCN1CCN(c2ccc(NC(=O)c3cccnc3)cc2Cl)CC1 | -0.2 | -2 | -13 | -8 | 0.2 | -3 | 4 | -9 | 0.1
O=C(NC1CC2CCC(C1)N2Cc1nnnn1Cc1ccco1)NC12CC3CC(CC(C3)C1)C2 (stereo not drawn) | -2.8 | -15 | 0 | -26 | 0.4 | 17 | -10 | -12 | 0.0
Brc1c(CSc2nncc3ccccc23)nc2ccccn12 | -1.6 | 8 | -2 | -12 | 0.8 | 9 | -5 | -5 | -0.4
Nc1nnnn1/N=C/c1ccc(O)cc1 | 1.4 | 4 | -6 | 5 | 0.9 | -1 | 3 | -15 | 2.2
Cc1occc1-c1nnc(SCC(=O)Nc2c(F)cccc2F)n1C | 0.5 | -19 | . | -9 | 0.8 | 6 | -6 | -2 | -0.1
O=C(CCCCl)NC(=S)Nc1ccc(N2CCOCC2)cc1 | 3.1 | -30 | 8 | 0 | 2.0 | 13 | -15 | -3 | 4.2
COc1cc2[nH]c(=O)n(CCCCCC(=O)NCCCN3CCC(C)CC3)c(=O)c2cc1OC | 0.9 | 21 | 4 | 0 | 0.0 | -7 | 5 | 0 | 0.5
O=C(c1cccc(O)c1)N1CCN(C(=O)C2CC2)CC1 | 2.2 | -4 | . | 14 | -0.2 | 3 | -8 | -4 | 0.0

7 entries out of the list, arranged by SMILES length, smallest number first:
SMILES | OXTR agonist | TAAR1 antag | GPR7 antagonist | CHO parental Ca | M1 ag parental | M1 PAM parental | CHO-K1 Ca antag | OXTR potentiator | V1R ag counter
O=C(NN=Cc1ccc(Cl)cc1Cl)c1ccccc1 | . | -4 | . | . | 0.8 | 7 | -4 | . | .
COc1cccc(/C=N/Nc2ccnc(=O)[nH]2)c1O | -0.8 | -4 | -14 | -2 | -0.1 | 17 | -10 | -16 | -0.3
O=C(c1cccc(O)c1)N1CCN(C(=O)C2CC2)CC1 | 2.2 | -4 | . | 14 | -0.2 | 3 | -8 | -4 | 0.0
CCN1CCN(c2ccc(NC(=O)c3cccnc3)cc2Cl)CC1 | -0.2 | -2 | -13 | -8 | 0.2 | -3 | 4 | -9 | 0.1
COc1cc(C2C(C(=O)c3cccs3)=C(O)C(=O)N2Cc2ccco2)cc(OC)c1OC (stereo not drawn) | 0.3 | 7 | -13 | -17 | 1.0 | 20 | -14 | -4 | 1.1
Cc1cccc(N2CCN(CC(=O)Nc3ccc(S(=O)(=O)N4CCOCC4)cc3)CC2)c1C | 15 | -1 | 33* | 55* | 13 | -6 | 10 | -11 | 18
CCn1cc(C(=O)NCCc2ccc(OC)c(OC)c2)c(=O)c2cc(S(=O)(=O)N3CCOCC3)ccc21 | 2.6 | -12 | -12 | -32 | 2.6 | -15 | 0 | -5 | 4.5
